From PubChem BioAssay
TAG inh: triacylglycerol accumulation inhibition. H9c2 cells, Nile Red lipid (TAG) fluorescence; cells loaded with 200 µM oleic acid. inhibition, % at 12.5 µM. 230,000 compounds, 0.66% hits;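 active = pattern-corrected inhibition of lipid staining of at least 50% with the nuclear-stain viability signal not falling by more than 50%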;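 note: 0% = DMSO wells and 100% = triacsin C control wells; some results filed as inactive read as strong as hits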
TAG inh DAPI viability: further read-out of TAG inh, marked with its call; DAPI nuclei signal change (viability), lower = more cytotoxic, %;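 whole-well DAPI fluorescence read on a plate reader as a viability signal; minus 50 percent equals half of cells still viable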
An asterisk follows results filed as active. A portion of the library, so the mix of outcomes need not match the whole.

SMILES | TAG inh | TAG inh DAPI viability
CC1(C)CC[C@]2(C(=O)n3ccnc3)CC[C@]3(C)[C@H](C(=O)C=C4[C@@]5(C)C=C(C#N)C(=O)C(C)(C)[C@@H]5CC[C@]43C)[C@@H]2C1 | 112 | -71
CCCCCN(C(=O)CCC(=O)OCC(=O)N(C)C1CCCCC1)c1c(N)n(CCCC)c(=O)[nH]c1=O | -5 | -1
COc1ccccc1N1CCN(C(c2cccs2)C(C)NS(=O)(=O)c2ccccc2)CC1 (configuration not stated) | -6 | -2
Cc1ccc(NC(=S)NCC(C)CSc2ccc(Cl)cc2)cc1 (configuration not stated) | -1 | -4
CN(C)C(CNC(=O)c1cccc(S(=O)(=O)N2CCN(c3ccccc3)CC2)c1)c1ccccc1 (configuration not stated) | -10 | 6
CCOc1ccc2oc(C(=O)OCC(=O)NC3CCCC3)c(C)c2c1 | 3 | -5
Cc1ccccc1C(=O)OCC(=O)N1CC(=O)Nc2ccccc21 | 13 | -12
CCOc1ccc(NC(=O)CN(C)C(=O)c2ccc(=O)[nH]c2)cc1OCC | 2 | 13
C=CCNc1nc(N2CCCC2)nc2ccccc12 | 15 | 9
Nc1ccc(C(=O)OCCCc2nc3cc4ccccc4cc3[nH]2)cc1 | 8 | 12
NNC(=O)Cn1c(-c2nonc2N)nc2ccccc21 | -8 | 14
COc1ccccc1CNC(=O)CCC(=O)n1ncc2cc(C)ccc21 | 2 | 2
C/C=C/C(=O)N1c2ccccc2C(C)=CC1(C)C | -4 | 9
O=C(COC(=O)c1cc(=O)[nH]c2ccccc12)Nc1ccc(F)cc1 | -3 | -1
COc1ccc(C(=O)NC(=O)COC(=O)c2ccc(C)o2)cc1 | -19 | -1
Cc1[nH]c2ccccc2c1C(=O)COC(=O)c1ccc([N+](=O)[O-])s1 | 112 | -95
CCCc1nc(SCC(=O)Nc2nnc(SCC)s2)c2c(=O)n(C)c(=O)n(C)c2n1 | -14 | 13
CC(=O)c1c(C)nc(-c2ccc(OCC(=O)Nc3ccc(F)cc3)cc2)n1O | 13 | 7
CCc1cc(C(=O)NC(C)C2CCCO2)cs1 (configuration not stated) | 6 | 2
O=C(COC(=O)CN=C1NS(=O)(=O)c2ccccc21)Nc1ccccc1OC(F)F | -3 | 3
O=C(NCC1CCCO1)c1ccc2c(=O)n(CC3CCCO3)c(=S)[nH]c2c1 (configuration not stated) | -5 | -2
CC(C)n1c(SCC(=O)Nc2ccccc2)nc2c1c(=O)[nH]c(=O)n2C | -2 | 7
CC(C)C(C)NC(=O)CSc1nnc(-c2c[nH]c3ccccc23)o1 (configuration not stated) | -5 | 2
CCCCNC(=O)Cn1c2c(c(-c3ccccc3Cl)cc1=O)CCC2 | 6 | -4
O=S(=O)(c1ccc2c(c1)OCCO2)N1CCCN(S(=O)(=O)c2c(F)cccc2F)CC1 | -26 | -1
O=C(COC(=O)/C=C/c1ccc(C(F)(F)F)cc1)NCCC1=CCCCC1 | -8 | 7
CCCC1OC23CCCCC2C(C#N)(C(=N)O3)C1(C#N)C#N (configuration not stated) | 7 | 10
COc1ccccc1-c1csc(C(NC(C)=O)c2cccc(F)c2)n1 (configuration not stated) | -7 | 7
O=C1C=C(c2ccnc3cc(Cl)ccc23)C[C@@H](c2ccc3c(c2)OCO3)C1 | -35 | 0
CN(C)C(=O)N1CCC(C(=O)N2CCCC(C(=O)c3cccc4ccccc34)C2)CC1 (configuration not stated) | 10 | -5
O=C(Nc1ccccn1)C1CCN(C(=O)Nc2ccccc2)CC1 | 3 | 1
Cn1c(=O)[nH]c(=O)c2c1nc(SCCN1CCCCC1)n2CCCc1ccccc1 | 19 | 1
Cc1cccn2c(=O)c3cc(C(=O)NCCc4ccccc4)c(=N)n(CCCn4ccnc4)c3nc12 | 40 | 69
CCC(CC)NC(=O)c1cc(OC)c(OC)c(OC)c1 | 1 | 7
O=c1oc2ccccc2c(N2CCCC2)c1[N+](=O)[O-] | -9 | 6
Cc1onc(-c2ccccc2)c1C(=O)NC(=S)Nc1sc2c(c1C#N)CCCC2 | 8 | -13
C[C@H]([C@@H](N)C(=O)N[C@@H](C(=O)O)[C@@H]1O[C@H](n2ccc(=O)[nH]c2=O)[C@@H](O)[C@H]1O)[C@@H](O)c1ccc(O)cn1 | 6 | 0
Cc1c(S(=O)(=O)NCc2ccccc2)c(=O)n(C)c(=O)n1C | 5 | -11
CC1CCC(N2CCN(c3ccc([N+](=O)[O-])cc3)CC2)CC1 (configuration not stated) | -9 | 7
CCN1C(=O)[C@H]2[C@H]3CN=C(SC)N3[C@@](CC)(C(=O)OC)[C@H]2C1=O | -10 | 15
CN(C)C(CNC(=O)c1ccc2ccccc2c1)c1ccco1 (configuration not stated) | 2 | 8
CN(Cc1ccc(Cl)cc1)C(=O)CNC(=O)C12CC3CC(CC(C3)C1)C2 | -1 | -2
c1cc(CNC2C3CC4CC(C3)CC2C4)ccn1 (configuration not stated) | 4 | 0
Cc1ccc(C(=O)c2cc3c(cc2[N+](=O)[O-])OCCO3)cc1 | -12 | 1
Cc1ccc(S(=O)(=O)Nc2cccc3c2O[C@H](CN(C)C(=O)Nc2ccc(C(F)(F)F)cc2)[C@@H](C)CN([C@H](C)CO)C3=O)cc1 | -8 | 2
O=c1cc(-c2ccccc2O)nc(-c2ccccc2)[nH]1 | -2 | 1
CC(=O)Nc1nnc(-c2ccc(Cl)s2)o1 | 1 | 10
C=C1CC(COc2cc(=O)oc3ccccc23)(c2ccccc2)OC1=O (configuration not stated) | 75 | -55
O=C(NCC1CCCN1S(=O)(=O)c1cccs1)C(=O)Nc1cccc(F)c1 (configuration not stated) | -11 | 4
Cc1nn(C)cc1NC(=O)Cn1nc(C(F)(F)F)cc1C1CC1 | 4 | -4
COC(=O)c1c(N2C(=O)[C@H]3[C@@H](C2=O)[C@]2(C(=O)Nc4c(C)cc(C)cc42)N2CCC[C@@H]32)sc(C)c1C | 12 | -6
COC(=O)c1ccc(Cn2nc(C)c(Cl)c2C)o1 | -13 | 0
Cc1cccc(NC(=O)CCC(=O)OCC(=O)c2ccc(Oc3ccc([N+](=O)[O-])cc3)cc2)c1 | -10 | 0
Cn1ncc(N2CCN(C(=O)c3ccc(Cl)cc3)CC2)c(Cl)c1=O | -1 | -2
Cc1cccc(NC(=S)NCc2ccc(F)cc2)c1C | -17 | 5
O=C(Nc1ccccc1Cl)c1cc(C2CCCCN2S(=O)(=O)c2ccccc2)on1 (configuration not stated) | -6 | -1
Cc1ccc(S(=O)(=O)N2CCC(NC(=O)c3cccc(C)c3)CC2)cc1 | -5 | -6
CCCSc1nnc(-c2cnn(-c3ccccc3)c2-n2cccc2)n1C | 1 | -7
CC(C)N(C(=O)CSc1ccc(S(=O)(=O)N2CCCCC2)cn1)C(C)C | -6 | 2
COc1ccc(Nc2cccccc2=O)cc1 | 2 | -9

Part of the list above, as labelled records.
Cc1ccccc1C(=O)OCC(=O)N1CC(=O)Nc2ccccc21
  TAG inh: 13
  TAG inh DAPI viability: -12

CCOc1ccc(NC(=O)CN(C)C(=O)c2ccc(=O)[nH]c2)cc1OCC
  TAG inh: 2
  TAG inh DAPI viability: 13

The results go on:
SMILES | TAG inh | TAG inh DAPI viability
Cc1ccc(S(=O)(=O)N(C)C[C@H]2OCc3cn(nn3)CCCC(=O)N([C@H](C)CO)C[C@@H]2C)cc1 | -2 | 1
COc1ccc(CCNCC(O)Cn2c3ccccc3c3ccccc32)cc1OC (configuration not stated) | 40 | 27
Cc1sc(NC(=S)NC(=O)c2ccccc2)c(C#N)c1C | -18 | 11
CCCSc1nnc(Cc2cc(=O)[nH]c(=O)[nH]2)n1-c1cc(C)ccc1C | -2 | -6
CCOC(=O)c1c(NC(=O)COC(=O)CCOc2ccccc2C)sc(C(=O)NC)c1C | -1 | 6
COc1ccc(S(=O)(=O)N2CCN(c3ncccn3)CC2)cc1 | -4 | -6
Cc1cccc2cc(C(c3nnnn3CC3CCCO3)N3CCOCC3)c(=O)[nH]c12 (configuration not stated) | -2 | -3
S=C(NCCc1ccccn1)Nc1ccccc1 | -5 | 6
Cn1cc(Br)c(-c2cccc(NC(=O)CCCC(=O)O)c2)n1 | 1 | 3
Nc1cc(=O)[nH]c(=O)n1-c1ccc(Cl)cc1 | -9 | -3
COc1ccccc1C(NC(=O)C1CCN(CCOc2ccc(Cl)cc2Cl)CC1)c1ccccn1 (configuration not stated) | 20 | 14
O=C1c2ccccc2C2=Nc3ccccc3SC(c3ccccc3F)C12 (configuration not stated) | 39 | -34
Fc1ccc2cc(-c3ccccc3F)ncc2c1 | -13 | -3
Cc1ccc(F)c(S(=O)(=O)NC(=O)C2(C)CCN2C(=O)CC(c2ccccc2)c2ccccc2)c1 (configuration not stated) | 7 | -4
Cn1ccnc1SCC(=O)c1c[nH]c2ccccc12 | -2 | -15
CCOC(=O)[C@H]1[C@H]2COc3ccccc3[C@@H]2N2C(=O)c3cc(F)ccc3NC(=O)[C@@]12C | 9 | 2
Cc1ccc(CNS(=O)(=O)CCNC(=O)c2ccc3c(c2)OCO3)cc1 | 13 | -2
CCN(CC)N=Nc1[nH]nc2nc(C)cc(C)c12 | -20 | 3
Cc1[nH]c2ccccc2c1C(=O)CSC(=S)N1CCOCC1 | -12 | -3
Cc1n[nH]c(C)c1CCC(=O)N/N=C/C=C/c1ccccc1 | 3 | -2
Cc1noc(C)c1S(=O)(=O)N1CCC(C(=O)NCCCN2CC(C)CC(C)C2)CC1 (configuration not stated) | -4 | -2
Nc1c(C(=O)N2CCOCC2)sc2nc3c(cc12)CCC3 | 10 | 1
C[C@@H]1CN([C@@H](C)CO)C(=O)c2cc(NS(=O)(=O)c3cccs3)ccc2O[C@H]1CN(C)Cc1ccc(C(F)(F)F)cc1 | 16 | 1
S=C(NCc1ccccn1)Nc1ccc(Cl)cc1 | -6 | 3
Nc1cc(=O)[nH]c(SCC(=O)NCC2CCCO2)n1 (configuration not stated) | 0 | -13
CCN1CCN(CCCNC(=O)CCC(=O)N2CCOc3ccc(Cl)cc32)CC1 | -1 | -11
Cc1cc(Cl)ccc1NC(=O)CSc1n[nH]c(N)n1 | 9 | -8
c1ccc(N2CCN(c3cnccn3)CC2)nc1 | -2 | -2
C=CCn1c(SCCC#N)nnc1-c1ccncc1 | 15 | -12
COc1ccc(C2SCC(=O)N2c2c(C)n(C)n(-c3ccccc3)c2=O)c(OC)c1 (configuration not stated) | -9 | -2

Compound profiles (already shown). Order of screens: TAG inh, TAG inh DAPI viability
`COc1ccccc1C(NC(=O)C1CCN(CCOc2ccc(Cl)cc2Cl)CC1)c1ccccn1` (configuration not stated) is listed as 20, 14
`CCCc1nc(SCC(=O)Nc2nnc(SCC)s2)c2c(=O)n(C)c(=O)n(C)c2n1` is listed as -14, 13
`COc1ccc(CCNCC(O)Cn2c3ccccc3c3ccccc32)cc1OC` (configuration not stated) is listed as 40, 27
`Cc1ccc(NC(=S)NCC(C)CSc2ccc(Cl)cc2)cc1` (configuration not stated) is listed as -1, -4
`Cc1n[nH]c(C)c1CCC(=O)N/N=C/C=C/c1ccccc1` is listed as 3, -2

Following part.
SMILES | TAG inh | TAG inh DAPI viability
N#CCCN(C(=O)COC(=O)c1ccc2c(c1)NC(=O)CS2)c1ccc2c(c1)OCCO2 | 12 | -6
Cc1cccc(N2CCN(C(=O)c3ccc(S(=O)(=O)N(C)c4ccccc4)cc3)CC2)c1C | 7 | -27
CCCC(C)NC(=O)CSc1nc(-c2ccccc2)cn1N (configuration not stated) | -2 | -2
CCCCNC(=O)CS(=O)Cc1nc(-c2cccc(C)c2)oc1C (configuration not stated) | 1 | -7
O=C(CSc1ncnc2nc[nH]c12)c1ccc2ccccc2c1 | -4 | 0
Cc1ccc(CNC(=O)c2cc(C3CC3)nc3c2cnn3C(C)C)cc1 | 5 | 1
CS(=O)(=O)N(Cc1ccc(Cl)cc1)c1ccc(C(=O)Nc2cccnc2)cc1 | 4 | 11
COc1cc2c(cc1OC)C(=O)N1[C@H]3c4cc(C)ccc4OC[C@@H]3[C@H](c3ccccc3)[C@]1(C)C(=O)N2 | 7 | -5
CCCCCc1cc(=O)oc2c(C(CCN3CCCCC3)c3ccc4c(c3)OCO4)c(OC)cc(OC)c12 (configuration not stated) | 106* | -48*
CC1CCN(CCC(=O)Nc2ccc(F)c(F)c2)CC1 | -1 | 0
Cc1ccc(C)n1-c1ccc(-c2ccnc(N)n2)cc1 | -9 | -4
C=CCON/C(CCC)=C1\C(=O)C(C(=O)OC)C(C)(C)CC1=NC (configuration not stated) | -9 | 10
O=S1(=O)N=C2CCCCCN2C(c2ccc(Br)cc2)N1 (configuration not stated) | 7 | 0
Cc1ccc(NC(=O)Cc2nc(COC(=O)C(C)NS(=O)(=O)c3ccc(C)cc3)cs2)cc1 (configuration not stated) | 1 | -16
CCNC(=S)N=Nc1c(O)[nH]c2ccc([N+](=O)[O-])cc12 | 0 | 3
CC(C)c1ccc(C(=O)COC(=O)C(O)c2ccccc2)cc1 (configuration not stated) | 4 | 0
CCOC(=O)N1CCN(CC(=O)Nc2cc3c(cc2C(C)=O)OCO3)CC1 | 7 | -11
Cc1ccc(S(=O)(=O)N(C)CCCC(=O)Nc2ccc(C)cc2C)cc1 | -32 | 3
O=C1C=CN2CCCC2CC1 (configuration not stated) | -19 | 7
O=C(N1CCOCC1)N1CCC(NC(=O)C23CC4CC(CC(C4)C2)C3)CC1 | 1 | -3

Retrieved by structure from the entries so far, 3 records:
SMILES | TAG inh | TAG inh DAPI viability
O=C(N1CCOCC1)N1CCC(NC(=O)C23CC4CC(CC(C4)C2)C3)CC1 | 1 | -3
CCOC(=O)N1CCN(CC(=O)Nc2cc3c(cc2C(C)=O)OCO3)CC1 | 7 | -11
Cc1ccc(S(=O)(=O)N(C)CCCC(=O)Nc2ccc(C)cc2C)cc1 | -32 | 3
